EBV gp42 block – inhibitors of Epstein-Barr virus glycoprotein 42; Fluorescence polarization binding assay, mP read-out; inhibition, % (tested at 21.74 µM); 220,000 tested, 0.42% active; AID 1085; in the data active = inhibition above about 50%
Target sequence (Q1HVG2 whole entry, looked up): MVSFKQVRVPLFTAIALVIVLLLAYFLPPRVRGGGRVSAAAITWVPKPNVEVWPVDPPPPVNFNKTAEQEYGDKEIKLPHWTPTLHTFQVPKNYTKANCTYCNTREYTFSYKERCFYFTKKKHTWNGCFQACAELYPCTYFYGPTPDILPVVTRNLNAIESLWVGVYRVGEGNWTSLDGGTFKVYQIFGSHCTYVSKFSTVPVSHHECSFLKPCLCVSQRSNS
Tb hexokinase – blocks Trypanosoma brucei hexokinase 1 activity | 220,000 tested, 0.11% active | AID 1430 | inhibition, % at 10 µM | recombinant TbHK1, G6PDH-coupled NADH A340;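 active = inhibition of 50% or more in the single-dose primary screen; inactive = inhibition below 50%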
Cl transport mod – modulates chloride dependent transport by human KCC2 | KCC2 cells, thallium flux FluoZin-2 fluorescence | B-score of Tl+ flux slope (higher = more flux/activation; lower = inhibition) at 10 µM | AID 1456 | Q9H2X9 | 190,000 tested, 2.2% active;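 active = thallium flux slope and its plate-corrected score both differing from the plate sample mean at a set confidence after two filtering rounds, in either direction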;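 note: slope of fluorescence scaled to starting intensity during 10 to 20 s after thallium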
TRPN1 ag – zebrafish TRPN1 (NompC) channel agonism; AID 1424; activation, % at 3 µM; HEK293 zebrafish TRPN1-YFP, Fluo-8 calcium fluorescence; 100% = response to 87 µM carbachol; 220,000 tested, 0.18% active;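 active = activation above its plate's cutoff, the mean activation of test wells on that plate plus 3 SD, cut at about 19% in these data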;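 note: 0% = DMSO alone and 100% = 87 µM carbachol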
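Control set: carbachol 87 µM as high control, DMSO as low control; system: HEK293 stable line with zebrafish TRPN1-YFP; read-out: % activation versus carbachol response; detection: intracellular calcium fluorescence with Fluo-8; doses: single test compound dose, 3 µM nominal, 0.3% DMSO; schedule: dye 1 h 37 °C plus 30 min RT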
PPC-1+TRAIL kill – compounds killing PPC-1 cancer cells with TRAIL present (potentiator screen, no TRAIL-free arm). cell killing (% activity), % at 4 µM. 220,000 tested, 0.41% active. PPC-1 cells + TRAIL, ATPLite viability luminescence. AID 1443;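 active = cell killing above 50% in the first pass at 4 µM, then a duplicate retest at 5 µM averaging 50% or more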;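 note: plate controls were cells with TRAIL plus DMSO for no effect and medium-only wells lacking cells for full effect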
Furin inh – blocks human furin protease activity. purified furin, fluorogenic substrate cleavage. inhibition, % at 30 µM. 220,000 tested, 0.061% active. AID 463115; in the data active = inhibition above about 25%; note: inactives centre near -15
Target sequence (P09958 108-714 limits assumed): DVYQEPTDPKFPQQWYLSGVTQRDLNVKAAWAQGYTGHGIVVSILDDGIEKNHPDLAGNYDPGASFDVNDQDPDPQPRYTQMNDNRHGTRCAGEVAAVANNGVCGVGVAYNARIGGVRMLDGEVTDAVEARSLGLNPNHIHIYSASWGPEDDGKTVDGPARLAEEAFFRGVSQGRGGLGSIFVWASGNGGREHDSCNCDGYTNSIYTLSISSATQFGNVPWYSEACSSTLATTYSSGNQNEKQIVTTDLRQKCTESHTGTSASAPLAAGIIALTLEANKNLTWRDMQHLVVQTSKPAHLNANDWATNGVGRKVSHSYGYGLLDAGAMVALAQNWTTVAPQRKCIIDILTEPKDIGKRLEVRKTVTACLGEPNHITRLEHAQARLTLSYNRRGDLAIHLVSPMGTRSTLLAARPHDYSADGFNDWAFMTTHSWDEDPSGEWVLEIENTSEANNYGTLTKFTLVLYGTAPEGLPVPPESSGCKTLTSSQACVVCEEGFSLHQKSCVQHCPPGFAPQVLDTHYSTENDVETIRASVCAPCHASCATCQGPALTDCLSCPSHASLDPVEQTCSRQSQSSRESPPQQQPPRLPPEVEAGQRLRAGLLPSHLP
Calpain2 inh – blocks pig calpain II enzyme activity | purified calpain II, fluorogenic peptide substrate, 30 min | 220,000 tested, 0.37% active | inhibition, % at 16 µM;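 active = inhibition above about 50%, limit read from the data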
TRPML3 ag – human mucolipin-3 channel agonism. Q8TDD5. HEK293 TRPML3-YFP, Fluo-8 calcium fluorescence; 100% = the carbachol control signal. activation, % at 3 µM. 220,000 tested, 0.29% active;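 active = activation above its plate's cutoff, the mean activation of the plate's test wells plus 3 SD, cut at about 12% in these data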;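 note: 0% = DMSO only wells and 100% = carbachol wells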
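system = HEK293 cells stably carrying human TRPML3-YFP | doses = one concentration, 3 µM nominal, 0.3% DMSO | timing = dye loading 1 h 37 °C then 30 min ambient, 125 s read | detection = Fluo-8 calcium dye fluorescence, ex 470-495, em 515-575 nm | benchmarks = high control carbachol 87 µM, low control DMSO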
Thrombin inh – blocks human thrombin protease activity | alpha-thrombin, Boc-VPR-AMC fluorogenic substrate cleavage | inhibition, % at 5 µM | 220,000 tested, 0.26% active | AID 1046;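 active = inhibition at or above 40%; inactive = inhibition below 40%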;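 note: 0% = enzyme with no compound and 100% = wells without enzyme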
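Test system: human alpha-thrombin; medium: pH 7.5 Tris-saline with Tween 20; times: reaction at room temperature; signal: AMC fluorescence at 355 nm excitation and 460 nm emission; also added: Boc-VPR-AMC substrate, 15 µM final; dosing: one concentration per compound, 5 µM, with 0.2% DMSO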
Active calls of the source: *; i = inactive; . = not tested or not shown; [ ] = another dose, or the depositor's remark.

Start of the data: the first 13 compounds (preview)
Each structure is followed by: Tb hexokinase, EBV gp42 block, Furin inh, Cl transport mod, TRPML3 ag, TRPN1 ag, Thrombin inh, PPC-1+TRAIL kill, Calpain2 inh
CCOC(=O)/C(=N\Nc1ccccc1[N+](=O)[O-])c1csc(Nc2ccccc2)n1
    -4, 0, -9, -0.15, 0.8, 0.9, -2, 34, 29
Cc1cc(NC(=O)CN2CCCCC2)n(-c2ccccc2)n1
    -5, -8, -24, -0.011, 0.2, 1.0, -1, -11, -11
O=C1Nc2ccccc2S/C1=C\C(=O)N1CCCC1
    -15, -14, -12, 1.1, 0.0, -1.2, -6, 20, -27
COc1ccccc1/C=C/C1NC(=O)NC(C)=C1C(=O)OC(C)C (stereo not drawn)
    -4, -5, -24, -0.47, 0.0, -1.9, -12, -6, -30
CSc1ccccc1NC(=O)Cn1nc([N+](=O)[O-])cc1C
    -6, 8, -22, 1.9, 0.4, -0.1, -11, -5, -16
COc1ccc(CCNC(=O)Cn2cc(C(F)(F)F)cc(Cl)c2=O)cc1
    1, -2, -6, 0.55, 0.0, -0.1, -1, 24, 31
CC1CC(CCN)(c2ccccc2)C(C)CN1C (stereo not drawn)
    -7, 3, -23, 0.29, 1.3, 1.0, -11, 3, -67
CCOC(=O)c1sc(NS(=O)(=O)c2ccc(NC(C)=O)cc2)nc1C
    -8, -8, -12[20 µM], 0.11, 0.7, -0.9, -5, 32, -17
CC(=O)Nc1ccc(NC(=O)c2nc(-c3ccccc3)oc2C)cc1
    -10, -20, -5, 0.028, 0.5, 0.7, ., 31, -17
CCC(=O)NC(C)c1nc2ccccc2n1C (stereo not drawn)
    -5, -9, -24, 0.13, 0.1, 3.0, 3, 3, -33
COc1cc2c3nnc(-c4ccc(F)cc4)c-3cn(Cc3cccc(C)c3)c2cc1OC
    -4, -8, -24, ., -0.2, 1.2, 6, 16, -72
CC(=O)c1cccc(NC(=O)C2CCN(S(=O)(=O)c3ccccc3)CC2)c1
    -1, -17, -8[20 µM], ., -0.1, 1.3, 1, 3, -5
O=C(CN1CCN(Cc2ccccc2)CC1)N1CCN(c2ccccc2)CC1
    -7, -21, -28, 0.18, 0.9, 0.8, -3, -4, -3

This part in full (from the top)
Each structure is followed by: Tb hexokinase, EBV gp42 block, Furin inh, Cl transport mod, TRPML3 ag, TRPN1 ag, Thrombin inh, PPC-1+TRAIL kill, Calpain2 inh
CCOC(=O)/C(=N\Nc1ccccc1[N+](=O)[O-])c1csc(Nc2ccccc2)n1
    -4, 0, -9, -0.15, 0.8, 0.9, -2, 34, 29
Cc1cc(NC(=O)CN2CCCCC2)n(-c2ccccc2)n1
    -5, -8, -24, -0.011, 0.2, 1.0, -1, -11, -11
O=C1Nc2ccccc2S/C1=C\C(=O)N1CCCC1
    -15, -14, -12, 1.1, 0.0, -1.2, -6, 20, -27
COc1ccccc1/C=C/C1NC(=O)NC(C)=C1C(=O)OC(C)C (stereo not drawn)
    -4, -5, -24, -0.47, 0.0, -1.9, -12, -6, -30
CSc1ccccc1NC(=O)Cn1nc([N+](=O)[O-])cc1C
    -6, 8, -22, 1.9, 0.4, -0.1, -11, -5, -16
COc1ccc(CCNC(=O)Cn2cc(C(F)(F)F)cc(Cl)c2=O)cc1
    1, -2, -6, 0.55, 0.0, -0.1, -1, 24, 31
CC1CC(CCN)(c2ccccc2)C(C)CN1C (stereo not drawn)
    -7, 3, -23, 0.29, 1.3, 1.0, -11, 3, -67
CCOC(=O)c1sc(NS(=O)(=O)c2ccc(NC(C)=O)cc2)nc1C
    -8, -8, -12[20 µM], 0.11, 0.7, -0.9, -5, 32, -17
CC(=O)Nc1ccc(NC(=O)c2nc(-c3ccccc3)oc2C)cc1
    -10, -20, -5, 0.028, 0.5, 0.7, ., 31, -17
CCC(=O)NC(C)c1nc2ccccc2n1C (stereo not drawn)
    -5, -9, -24, 0.13, 0.1, 3.0, 3, 3, -33
COc1cc2c3nnc(-c4ccc(F)cc4)c-3cn(Cc3cccc(C)c3)c2cc1OC
    -4, -8, -24, ., -0.2, 1.2, 6, 16, -72
CC(=O)c1cccc(NC(=O)C2CCN(S(=O)(=O)c3ccccc3)CC2)c1
    -1, -17, -8[20 µM], ., -0.1, 1.3, 1, 3, -5
O=C(CN1CCN(Cc2ccccc2)CC1)N1CCN(c2ccccc2)CC1
    -7, -21, -28, 0.18, 0.9, 0.8, -3, -4, -3
O=C(Cc1cccc2ccccc12)N1CC[C@@]2(O)CCCC[C@H]2C1
    -8, -9, -15, 0.19, 1.1, 2.5, 5, 12, 7
COc1cccc(OC)c1C(=O)Nc1ccccc1N1CCCC1
    0, -18, -15[20 µM], 0.12, -0.5, -3.0, -4, 9, -4
O=C(c1ccccc1)C(Cn1cncn1)C(Sc1ccccc1)c1ccccc1 (stereo not drawn)
    4, -8, -21[20 µM], -0.34, -0.8, -1.6, 2, 20, 34
COc1cc(C=O)c(Cl)cc1OCC(N)=O
    -2, -9, -15, 0.85, 0.3, -0.6, -7, 12, -7
CN(CCO)c1cc(N2CCCCC2)c2nonc2c1[N+](=O)[O-]
    -16, -21, -11, 0.0037, 0.2, -0.8, 8, 6, -27
O=C(Cc1cc(=O)[nH]c(=O)[nH]1)NCc1ccccc1
    -2, -18, -10, 0.68, 0.6, -1.1, 1, -13, -22
CCOC(=O)N1CCC(Nc2c(NCCCN(C)Cc3ccccc3)c(=O)c2=O)CC1
    -3, -5, -29, ., 0.2, 1.1, 4, 1, -17

(listing goes on)
Each structure is followed by: Tb hexokinase, EBV gp42 block, Furin inh, Cl transport mod, TRPML3 ag, TRPN1 ag, Thrombin inh, PPC-1+TRAIL kill, Calpain2 inh
O=C(Nc1ccc(Cl)cc1Cl)NC1CCN(S(=O)(=O)c2ccc(F)cc2)CC1
    -4, -19, -14, ., 0.7, 1.7, 3, -2, 8
c1coc(CN=C2NC(=NCc3ccco3)c3ccccc32)c1
    -4, -23, -10, -0.46, -0.1, -0.4, 3, -3, 18
COc1ccc(NC(=O)c2ccc(NCC3CCCO3)c([N+](=O)[O-])c2)cc1 (stereo not drawn)
    3, -10, -2, -0.36, -0.1, -0.2, -6, ., 37
COc1ccc(N2C(=O)C3C(c4ccc(C(=O)O)cc4)NC(Cc4ccccc4)(C(=O)O)C3C2=O)c([N+](=O)[O-])c1 (stereo not drawn)
    -7, 10, -25, 0.22, 0.8, 4.3, -1, 17, 16
C/C(=N\NC(N)=S)C12CC3CC(CC(C3)C1)C2
    -1, -10, -11[20 µM], 0.016, 0.4, -0.8, -3, 10, -2
CNc1cc(N2CCN(S(=O)(=O)N(C)C)CC2)ccc1[N+](=O)[O-]
    -8, -11, -23, 0.33, 1.0, 0.2, -7, 8, 10
CCc1ccc(NC(=O)C2CCCN(S(C)(=O)=O)C2)cc1 (stereo not drawn)
    -2, 0, -16, -0.17, 0.5, 0.8, 3, 3, -9
Cc1nn(C)c(Cl)c1C(N)=O
    0, -4, -19, 0.018, 1.1, -0.7, 0, 26, -5
C=CCC(CC=C)(NC(=O)c1ccccc1)c1ccccc1
    -3, -8, -15[20 µM], -0.64, -0.7, -1.7, -5, 4, 27
CCNC(=S)N1CCN(S(=O)(=O)c2ccc(C)c(C)c2)CC1
    -8, -18, -8, -0.61, 1.5, 0.1, 4, 13, -24
O=C(CC12CC3CC(CC(Br)(C3)C1)C2)NC1=NCCS1
    -10, -1, -27, 0.76, 0.8, -0.8, -9, 12, -18
COc1ccc(-n2c(Cc3cccn3C)nnc2SCC(=O)Nc2nccs2)cc1
    -1, -6, -20, -0.75, 0.1, 1.0, 1, 4, 23
COC(=O)c1ccc(C(=O)OC)c(NC(=S)N2CCN(c3cc(Cl)ccc3C)CC2)c1
    -5, -3, -15, 0.36, 0.2, 0.3, -7, 10, -9
Cc1c(-c2cccc(NC(=O)c3ccco3)c2)nc2ncccn12
    -19, -18, -23, 0.15, 0.1, 0.3, -18, -17, i
Cc1ccc(OCCNS(=O)(=O)c2cccs2)cc1
    5, -13, -31, -0.94, -0.6, -0.8, -6, -4, -43
COc1cc(NC(=O)COC(=O)Cc2ccc(-c3ccccc3)cc2)cc(OC)c1
    5, -6, -11, 0.025, 0.9, 1.4, -9, 19, 15
CC(=O)Nc1ccccc1NC(=O)c1cc(C)cc(C)c1
    0, 6, -36, -0.014, -0.1, -0.2, -5, 4, -18
CCN(CC)c1ccc(N=Cc2c(C)[nH]c3ccccc23)cc1
    5, 8, -17, 0.44, 0.6, -1.4, -7, 48, 2
Cc1ccc(C(=O)NC2CCCCNC2=O)cc1C (stereo not drawn)
    -4, -8, -18, 0.15, -0.8, 1.4, -3, 12, -19
O=C(CSCc1ccc(Cl)cc1Cl)Nc1nccs1
    5, -9, -8, -0.79, -0.1, -1.1, -1, 6, 24

(further entries)
Each structure is followed by: Tb hexokinase, EBV gp42 block, Furin inh, Cl transport mod, TRPML3 ag, TRPN1 ag, Thrombin inh, PPC-1+TRAIL kill, Calpain2 inh
Cc1c(Br)c([N+](=O)[O-])nn1C(C)C(=O)N1CCCc2ccccc21 (stereo not drawn)
    -5, -23, -16[20 µM], ., 0.1, -0.1, 3, 4, -6
CN1CCN(C(=O)CCN2C(=O)c3ccccc3C2=O)CC1
    -3, -5, -30, 0.16, 0.8, 0.5, -4, 11, -25
CC(=O)N1CCN=C1SCc1ccc(Br)cc1
    -4, -8, -16, 0.15, 0.5, -1.1, 3, 18, -13
Cc1ccc(-c2cc3nc(-c4ccc(Br)cc4)cc(N)n3n2)cc1
    -19, -19, -23, -0.039, 0.9, 1.5, -6, 9, -9
CCCC1=[N+](CC(=O)c2ccc(Br)cc2)CCn2cccc21
    -70, -11, -2, 0.23, 1.3, 4.5, -1, -6, -35
COc1cccc(C(=O)Nc2ccc(S(=O)(=O)Nc3cc(C)nc(C)n3)cc2)c1
    4, 4, -7, 0.19, -0.1, 1.1, 4, ., 28
Cc1ccc(OCC(=O)Nc2cccc3c2CCCC3)cc1C
    0, ., -15[20 µM], ., 0.5, -0.2, ., ., .
CC(=O)NS(=O)(=O)c1ccc(NC(=O)CSc2ccc(Cl)cc2)cc1
    2, 6, -20, -0.046, -0.7, 0.6, -8, 6, -29
CCn1c(SCc2nc3ccccc3c(=O)[nH]2)nc2ccccc2c1=O
    1, -1, -41[20 µM], -0.83, -0.4, 0.2, 19, 10, 3
O=C(c1ccccc1)[C@@H]1[C@@H]2C(=O)N(c3ccc(F)cc3)C(=O)[C@@H]2C2CCCN21 (stereo partly drawn)
    1, 4, -13, 1.2, 1.7, 1.8, -4, -6, -6
COc1ccc(C)cc1NC(=O)C(OC(=O)CNC(=O)c1cc(C)cc(C)c1)c1ccccc1 (stereo not drawn)
    -1, -4, -15, -0.59, 0.6, -0.5, -3, 0, 27
O=C1CS/C(=N\NC(=O)c2ccccc2)N1
    2, -10, -25, -0.05, 0.0, 0.4, -6, -3, 8
CCN1CCN(CC(=O)Nc2cc3c(cc2C(C)=O)OCO3)CC1
    -10, -9, -1, -1.1, -0.5, 1.0, -1, 18, -5

Source: PubChem
